KCNH2 3.1 block: inhibitors of human KCNH2 3.1 potassium channel isoform; actives 0.95% (n = 340,000); activity change, % (tested at about 1.8 µM); AID 720553; U2OS KCNH2 3.1, thallium flux FluxOr; stronger effect = lower value;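 active = maximum activity change below -70%; inconclusive = maximum activity change from -70% to -50%; inactive = maximum activity change above -50%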;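 also: thallium influx rate constant from kinetic fluorescence after stimulation buffer; % is scaled to controls: 0 for no effect and ±100 for the full control effect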
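Channel expression came from 3.1 mutant virus (1.77 x 10^8 /mL) applied to suspended U2OS cells for 4 h. Flux was tracked with FluxOr dye plus Red40 quencher, and kinetic rate constants normalized to controls.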
Integrin act MD: activators of alpha7 integrin expression for muscular dystrophy. actives 0.064% (n = 350,000). alpha7betagal myoblasts, beta-gal FDG fluorescence, 48 h. Potency, µM (titrated, usually from 38.3 µM), inactives show at the highest dose activation, actives largely listed as activators;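 also: potency is read from the fitted curve at half-maximal effect; 100% = response of the positive control SU9516; nearly all actives have a fitted effect of over 60% in size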
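Alpha7betagal+/- myoblasts (passage 13) were plated 16-24 hr, then exposed to compounds (1:260 dilution of DMSO stock) for 48 hours at 37C. After MPER lysis, β-galactosidase reporter activity was read as FDG fluorescence (ex 480/em 540) after 30 minutes.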
GALK inh: inhibitors of human galactokinase. actives 0.007% (n = 270,000). P51570. Purified GALK, Kinase-Glo residual ATP luminescence. Potency, µM (highest dose often 57.5 µM), for inactives: top-dose activity change, negative = inhibition, hits mostly inhibitors; also: potency is read from the fitted curve at half-maximal effect; % is scaled to controls: 0 for no effect and ±100 for the full control effect
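Luminescence from leftover ATP (Ultra-Glo luciferase/luciferin) served as read-out after a 1 h room-temperature reaction of 5 nM GALK with 35 uM ATP and 100 uM galactose.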
FBPA coupling cs: counter-screen for Giardia aldolase inhibitors: coupling enzyme system; activity change, negative = inhibition, % at 58.2 µM, hits read low; actives 0.67% (n = 290,000); coupling enzyme system counterscreen, AmpLite Red fluorescence; in the data active = activity change below about -30%; also: % is scaled to controls: 0 for no effect and ±100 for the full control effect
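Final compound at 57.5 uM, incubated 10 min at RT with coupling enzyme reagent (glyceraldehyde-3-phosphate), then 20 min with substrate and AmpLite Red detection. Fluorescence read at 525/598 nm; tests interference with the coupling assay, not aldolase inhibition.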
hERG WT inh: blocks the wildtype human KCNH2 potassium channel; actives 0.37% (n = 340,000); Q12809; U2OS, BacMam KCNH2, thallium flux FluxOr; stronger effect = lower value; activity change, % at 1.84 µM;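 active = maximum activity change below -70%; inconclusive = maximum activity change between -70% and -50%; inactive = maximum activity change above -50%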; also: % is scaled to controls: 0 for no effect and ±100 for the full control effect
Target sequence (Q12809 whole entry, looked up): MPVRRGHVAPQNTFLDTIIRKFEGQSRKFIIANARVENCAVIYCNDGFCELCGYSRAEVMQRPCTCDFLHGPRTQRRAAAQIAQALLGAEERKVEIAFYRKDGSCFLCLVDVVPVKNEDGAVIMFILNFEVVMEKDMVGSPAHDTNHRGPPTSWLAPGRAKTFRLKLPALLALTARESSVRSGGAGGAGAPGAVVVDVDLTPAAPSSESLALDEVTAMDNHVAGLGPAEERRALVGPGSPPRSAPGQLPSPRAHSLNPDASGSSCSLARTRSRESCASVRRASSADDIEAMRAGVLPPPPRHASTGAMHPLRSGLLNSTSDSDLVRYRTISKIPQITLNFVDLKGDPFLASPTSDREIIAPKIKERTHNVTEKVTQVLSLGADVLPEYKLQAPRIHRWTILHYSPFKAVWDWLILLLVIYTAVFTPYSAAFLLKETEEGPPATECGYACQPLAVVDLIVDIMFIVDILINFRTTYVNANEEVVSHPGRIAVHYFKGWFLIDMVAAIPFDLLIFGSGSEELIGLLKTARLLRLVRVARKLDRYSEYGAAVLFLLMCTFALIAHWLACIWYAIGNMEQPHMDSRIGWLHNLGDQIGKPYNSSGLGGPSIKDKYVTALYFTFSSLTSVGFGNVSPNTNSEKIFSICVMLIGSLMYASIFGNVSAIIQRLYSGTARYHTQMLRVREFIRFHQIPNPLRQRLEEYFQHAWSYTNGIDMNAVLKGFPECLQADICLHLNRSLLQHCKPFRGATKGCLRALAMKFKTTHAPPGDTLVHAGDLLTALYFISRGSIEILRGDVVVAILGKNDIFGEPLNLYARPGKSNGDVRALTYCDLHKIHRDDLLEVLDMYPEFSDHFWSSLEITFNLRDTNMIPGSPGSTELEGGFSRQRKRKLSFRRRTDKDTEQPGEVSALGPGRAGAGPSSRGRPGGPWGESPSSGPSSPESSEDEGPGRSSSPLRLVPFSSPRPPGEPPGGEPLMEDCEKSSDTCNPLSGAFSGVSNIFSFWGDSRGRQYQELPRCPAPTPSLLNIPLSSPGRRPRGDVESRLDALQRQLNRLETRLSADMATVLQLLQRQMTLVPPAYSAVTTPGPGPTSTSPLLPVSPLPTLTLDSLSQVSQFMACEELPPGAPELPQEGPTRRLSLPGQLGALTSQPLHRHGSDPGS
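U2OS cells were transduced with wild-type KCNH2 virus (2.03 x 10^8 / mL) for 4 h at room temperature, then cultured overnight at 37 C. Thallium flux was read with FluxOr dye. Rate constants were normalized to DMSO controls.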
TRPV1 agonist: agonists of human vanilloid receptor 1 (TRPV1). Q8NER1. TRPV1-expressing cells, Fluo-8 calcium influx, agonist mode. AID 540275. activation, % at 8.33 µM. actives 0.19% (n = 320,000); in the data active = activation above about 80%; inconclusive = between about 30% and that limit; also: 0% is about no effect
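Fluo-8 calcium influx in TRPV1-expressing cells, kinetic read (ex 480/em 520 nm). Compound added and read 3 min for agonist activity, followed by capsaicin at EC20 final and 2 min further read for enhancement.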
A-T KAP1 phos: potential ataxia-telangiectasia treatment. […] A-T fibroblasts, KAP-1 phosphorylation AlphaLISA; neocarzinostatin DNA damage 30 min before lysis. Potency, µM (titrated, usually from 57.5 µM), for inactives: at the highest dose activation, usual class: activators. actives 0.19% (n = 320,000). AID 485349; also: potency is read from the fitted curve at half-maximal effect; % of control where 0% means no effect; nearly all actives have a fitted effect of over 45% in size
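ATM-like activity read as KAP-1 phosphorylation via AlphaLISA donor/acceptor antibody pairs after lysis and 6 hr at 25C. Cells were ATM-null patient fibroblasts ([…], hTERT), dosed 60 min, then exposed to the DSB inducer NCS for 30 min.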
MBNL1-CUG inh: inhibitors of human MBNL1 binding to CUG repeat RNA. actives 0.036% (n = 280,000). AID 2675. TR-FRET MBNL1-His/biotin-(CUG)12 binding, 665/545 ratio. Q9NR56. Potency, µM (highest dose often 57.5 µM), for inactives: top-dose activity change, negative = inhibition, usual class: inhibitors; active = well fitted inhibition curve with a large enough effect in the signal ratio, with a control signal flat, not every such curve was filed as active; inconclusive = small, poorly fitted or top-dose-only effect, or effect the other way, or a change in a side signal; inactive = no such curve, though single readings can be large or run the other way; the % refers to the signal ratio; also: potency is read from the fitted curve at half-maximal effect; % is scaled to controls: 0 for no effect and ±100 for the full control effect
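Compound titration spanned 92 nM–58 uM against the MBNL1-His/biotin-(CUG)12 complex. After 60 min at room temperature with 5 nM streptavidin-XL665 and 0.055 ng/ul terbium anti-His, ratiometric 665/545 nm emission (Ex 340 nm) normalized to controls.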
ASM inhibitor: inhibitors of human secretory acid sphingomyelinase. actives 0.006% (n = 340,000). Potency, µM (top dose mostly 57.5 µM), without a hit: at the highest dose activity change, negative = inhibition, hits mostly inhibitors. AID 504937. placental ASM, HMU-PC fluorogenic substrate, 60 min. P17405; also: potency is read from the fitted curve at half-maximal effect
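Fluorogenic HMU-PC substrate (9 uM final) is turned over by placental ASM in 60 min at 37 C after a 10 min compound preincubation. Reaction ended by alkaline stop (pH 10), with fluorescence read at 386/447 nm.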
CXXC DNA block: MLL CXXC-DNA interaction inhibition; Q03164; MLL-CXXC / FITC-HOXA9 DNA fluorescence polarization; Potency, µM (top dose mostly 115 µM), inactives show at the highest dose activity change, negative = inhibition, most hits filed as inhibitors; actives 0.037% (n = 290,000); active = well fitted inhibition curve with a large enough effect in the polarisation, with a control signal flat, not every such curve was filed as active; inconclusive = small, poorly fitted or top-dose-only effect, or effect the other way, or a change in a side signal; inactive = no such curve, though single readings can be large or run the other way; the % refers to the polarisation; also: potency is read from the fitted curve at half-maximal effect
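Steps: dispense CXXC domain solution (7 uM) → pin compounds or unlabeled HOX-A9 DNA control → 5 min ambient → add FLSN-HOX-A9 solution (50 nM) → spin → 30 min ambient → fluorescence polarization. Tris pH 7.5/NaCl/DTT/BSA buffer.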
* hit, by the source's call; [ ] = remark or other dose. Unless noted, calls follow the shape of the dose curve; as a rule, active = well fitted curve in the direction sought with a large enough effect; inconclusive = small, poorly fitted or top-dose-only effect, or another doubt; inactive = no such curve, though single readings can be large; an effect the other way counts as inactive or inconclusive.

Screening Cc1c(Cl)cccc1NC(=S)NC(=O)CCN1C(=O)c2ccccc2C1=O returned KCNH2 3.1 block 2.3, Integrin act MD -3.7%, GALK inh 0.8%, FBPA coupling cs -1.3, hERG WT inh 5.0, TRPV1 agonist 1.3, A-T KAP1 phos 4.4%, ASM inhibitor -3.0% and CXXC DNA block -1.5%.
For Cc1ccc(-n2nc3c(c2NC(=O)CC(C)C)CS(=O)(=O)C3)c(C)c1 the results were KCNH2 3.1 block 1.0, Integrin act MD -15.6%, GALK inh -1.8%, FBPA coupling cs 0.6, TRPV1 agonist -3.2, MBNL1-CUG inh -6.9%, ASM inhibitor -0.2% and CXXC DNA block 5.6%.
For CCOCCCn1c(=S)[nH]c2cc(C(=O)NCCc3ccc(OC)c(OC)c3)ccc2c1=O the results were KCNH2 3.1 block 1.6, Integrin act MD 4.2%, GALK inh -3.1%, hERG WT inh 1.2, TRPV1 agonist -2.4, A-T KAP1 phos 14.2%, MBNL1-CUG inh 10.3%, ASM inhibitor 1.8% and CXXC DNA block 8.4%.
Screening COc1ccc(C2=NOC(C(=O)Nc3c(C)n(C)n(-c4ccccc4)c3=O)C2)cc1 (stereo not drawn) returned KCNH2 3.1 block 5.3, Integrin act MD 6.4%, GALK inh 1.8%, FBPA coupling cs -2.5, hERG WT inh -2.5, TRPV1 agonist -2.1, A-T KAP1 phos 1.2%, MBNL1-CUG inh 8.8%, ASM inhibitor -0.3% and CXXC DNA block -15.9%.
Screening CN1CCN(CCNC(=O)c2cn(Cc3ccccc3F)nn2)CC1 returned KCNH2 3.1 block 12.0, Integrin act MD inconclusive, GALK inh 1.1%, FBPA coupling cs -0.8, hERG WT inh inactive, TRPV1 agonist 0.6, A-T KAP1 phos 7.2%, MBNL1-CUG inh -9.2%, ASM inhibitor 5.9% and CXXC DNA block -17.6%.
CC1CCN(C(=O)COC(=O)c2c[nH]c3ccccc23)CC1 was read as KCNH2 3.1 block -24.1, Integrin act MD -9.9%, hERG WT inh -7.2, TRPV1 agonist 4.2, A-T KAP1 phos -1.6% and ASM inhibitor -1.4%.
S=C1NCCNC(=S)NCCOCCN1 was read as KCNH2 3.1 block -7.0, Integrin act MD 22.7%, GALK inh 10.2%, FBPA coupling cs -4.1, hERG WT inh 1.3, TRPV1 agonist -0.2, A-T KAP1 phos -0.2%, MBNL1-CUG inh -4.8%, ASM inhibitor 1.5% and CXXC DNA block 0.5%.
COCC(=O)Nc1cc(C(=O)Nc2ccccc2)ccc1Cl was read as GALK inh -3.2%, FBPA coupling cs -1.0, TRPV1 agonist 9.4, A-T KAP1 phos -3.9%, MBNL1-CUG inh -10.2% and CXXC DNA block 0.4%.
Screening CCN1CCN(c2nnc(-c3ccc(F)cc3)c3ccccc23)CC1 returned KCNH2 3.1 block -9.1, Integrin act MD -4.6%, GALK inh -0.1%, FBPA coupling cs 5.8, hERG WT inh 1.5, TRPV1 agonist -2.3, A-T KAP1 phos -1.7%, MBNL1-CUG inh 0.3%, ASM inhibitor 5.9% and CXXC DNA block -5.1%.
COc1ccc(-c2cc(=O)c3c(C)cc(O)cc3o2)cc1 was read as KCNH2 3.1 block -20.2, Integrin act MD 30.5%, hERG WT inh -9.7 and ASM inhibitor 3.3%.
`COc1ccc(C(C)=O)cc1Cn1c(=O)cc(C)[nH]c1=O` gave KCNH2 3.1 block 19.3, Integrin act MD -9.0%, GALK inh 5.5%, FBPA coupling cs -1.1, hERG WT inh -14.0, TRPV1 agonist -0.3, A-T KAP1 phos -4.5%, MBNL1-CUG inh -7.0%, ASM inhibitor 3.9% and CXXC DNA block -3.3%.
Screening COc1cc(C(=O)NCC(=O)N/N=C/c2ccc(-c3cccc([N+](=O)[O-])c3)o2)cc(OC)c1OC returned KCNH2 3.1 block -7.0, Integrin act MD -28.8%, GALK inh 1.6%, FBPA coupling cs 2.7, hERG WT inh -2.9, TRPV1 agonist -1.5, A-T KAP1 phos -12.7%, MBNL1-CUG inh inconclusive, ASM inhibitor -11.8% and CXXC DNA block 2.3%.
CCN(C(=O)CSc1nnnn1-c1ccccc1OC)C1CCS(=O)(=O)C1 (stereo not drawn) was read as KCNH2 3.1 block 11.0, Integrin act MD -3.9%, hERG WT inh -8.8, TRPV1 agonist 1.0, A-T KAP1 phos 0.3% and ASM inhibitor 4.3%.
Screening O=C1CCCC2=C1C1O[C@](c3ccsc3)(Cc3c1ccc1ccccc31)O2 returned FBPA coupling cs -5.6, TRPV1 agonist inactive, A-T KAP1 phos 9.7%[11.5 µM], MBNL1-CUG inh -0.9%[11.5 µM] and CXXC DNA block -2.1%[23 µM].
`CCOC(=O)c1ccc(NC(=O)CN2C(=O)C(C)SC(C)C2=O)cc1` (stereo not drawn) gave KCNH2 3.1 block 8.3, Integrin act MD 16.2%, GALK inh 1.6%, FBPA coupling cs -1.0, hERG WT inh 13.4, TRPV1 agonist 0.8, A-T KAP1 phos 2.4%, MBNL1-CUG inh -8.5%, ASM inhibitor 0.1% and CXXC DNA block 0.2%.
CC[N+](CC)(CC)CCCCOc1ccc2c(c1)C(=O)c1cc(OCCCC[N+](CC)(CC)CC)ccc1-2 was read as KCNH2 3.1 block -29.9, Integrin act MD -26.0%, GALK inh -4.1%, FBPA coupling cs -2.9, hERG WT inh -5.9, TRPV1 agonist -2.7, A-T KAP1 phos 29.7%, MBNL1-CUG inh inconclusive, ASM inhibitor -11.5% and CXXC DNA block inconclusive.
C=CCNc1nc(N2CCCC2)nc2ccccc12 was read as KCNH2 3.1 block -5.6, Integrin act MD -42.7%, GALK inh -3.0%, FBPA coupling cs 3.4, hERG WT inh 9.9, TRPV1 agonist -10.5, A-T KAP1 phos 1.2%, MBNL1-CUG inh -5.6%, ASM inhibitor 217.3%[activator] and CXXC DNA block 1.1%.
For COc1ccc(CNC(=O)CN(Cc2ccc(OC)cc2)C(=O)CCC(=O)Nc2nccs2)cc1 the results were KCNH2 3.1 block 6.3, Integrin act MD 0.0%, GALK inh -3.1%, FBPA coupling cs -0.2, hERG WT inh -12.2, TRPV1 agonist -0.5, A-T KAP1 phos 1.9%, MBNL1-CUG inh 0.9%, ASM inhibitor -2.7% and CXXC DNA block -0.4%.
For CC1CCN(S(=O)(=O)c2cc(Cl)ccc2Br)CC1 the results were KCNH2 3.1 block 6.2, Integrin act MD 5.9%[7.66 µM], GALK inh -1.7%, FBPA coupling cs 4.7, hERG WT inh 11.9, TRPV1 agonist 28.2, MBNL1-CUG inh -2.0%, ASM inhibitor -3.9% and CXXC DNA block 17.8%.
For N#CC1=C(N)SC(N)=C(C#N)C1Cc1ccccc1 the results were KCNH2 3.1 block -5.3, Integrin act MD -39.1%, GALK inh 0.0%, FBPA coupling cs -1.4, hERG WT inh -4.1, TRPV1 agonist 3.0, A-T KAP1 phos 2.8%, MBNL1-CUG inh 40.4%[activator], ASM inhibitor 19.4% and CXXC DNA block inconclusive.
CC1=C(C)CC(C(=O)NCC(=O)c2ccccc2)C(C(=O)O)C1 (stereo not drawn) was read as KCNH2 3.1 block -14.6, Integrin act MD -24.9%, GALK inh -0.1%, FBPA coupling cs -2.3, hERG WT inh -8.5, TRPV1 agonist -2.1, A-T KAP1 phos 7.4%, MBNL1-CUG inh -4.5%, ASM inhibitor 2.4% and CXXC DNA block -4.8%.
CCOC(=O)c1cc2c(=O)[nH]ccc2nc1C was read as KCNH2 3.1 block -4.6, Integrin act MD -5.3%, GALK inh 0.2%, FBPA coupling cs 2.2, hERG WT inh -17.7, TRPV1 agonist -2.8, A-T KAP1 phos -0.4%, MBNL1-CUG inh -4.0%, ASM inhibitor 7.9% and CXXC DNA block -0.2%.
`Cc1ccc(S(=O)(=O)n2c([N+](=O)[O-])cnc2C)c(C)c1C` gave KCNH2 3.1 block -5.1, Integrin act MD -16.2%, GALK inh -0.5%, FBPA coupling cs 0.1, hERG WT inh 2.2, TRPV1 agonist 3.3, A-T KAP1 phos 6.0%, MBNL1-CUG inh 14.9%, ASM inhibitor 2.3% and CXXC DNA block 3.1%.
Cc1nc(-c2ccc(C(=O)N3CCCC3)cc2)cs1 was read as KCNH2 3.1 block 0.0, Integrin act MD -11.3%, GALK inh 20.3%, FBPA coupling cs -0.4, hERG WT inh -5.4, TRPV1 agonist -0.9, A-T KAP1 phos 3.4%, MBNL1-CUG inh -4.9%, ASM inhibitor 0.0% and CXXC DNA block 8.2%.
Screening Fc1ccc(C(CNC(=S)NC2CCCCC2)N2CCOCC2)cc1 (stereo not drawn) returned KCNH2 3.1 block 6.7, Integrin act MD -26.7%, GALK inh 6.4%, FBPA coupling cs 2.6, hERG WT inh 11.6, TRPV1 agonist 10.2, A-T KAP1 phos 2.7%, MBNL1-CUG inh -4.6%, ASM inhibitor 2.9% and CXXC DNA block -0.9%.
For CC(C)C(=O)Nc1ccc(C(=O)NNC(=S)NC(=O)c2cccs2)cc1 the results were KCNH2 3.1 block 4.7, Integrin act MD -13.2%, GALK inh 0.9%, FBPA coupling cs -0.7, hERG WT inh 7.8, TRPV1 agonist -1.3, A-T KAP1 phos -4.1%, ASM inhibitor -4.3% and CXXC DNA block inconclusive.

From PubChem BioAssay
